From PubChem BioAssay
p53null 32C kill: p53 null cell cytotoxicity, permissive temperature; Potency, µM (series often up to 46.1 µM), inactives show top-dose activity change, negative = cytotoxicity, usual class: cytotoxic; 55,000 tested, 0.62% active; H1299-neo p53 null cells, ATP luminescence, 24 h, 32C;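 also: potency is read from the fitted curve at half-maximal effect; 0% = DMSO only and -100% = full killing by 100 µM tamoxifen; nearly all actives have a fitted effect of over 55% in size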
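H1299-neo, 600 cells/well; overnight 37C; cpd up to 46 uM, 24 h at 32C; ATPlite luminescence after 20 min RT; normalized to DMSO (0%) and tamoxifen 100 uM (100% kill); Hill-fit AC50.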
PTAP-TSG101 blk: blocks PTAP binding to human TSG101, validation; Q99816; Fluorescence polarization, FITC-PTAP peptide/Tsg101, 20 min; Potency, µM (titrated, usually from 115 µM), without a hit: at the top dose activity change, negative = inhibition, most hits filed as inhibitors; 44,000 tested, under 10 active; also: potency is read from the fitted curve at half-maximal effect; 0% is about no effect
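The Tsg101 binding domain, at 10 uM final, is mixed with compound and a FITC peptide bearing the PTAP motif (50 nM final). After 20 min at r.t., polarization is measured; actives defined by CRC class, efficacy cut-off 60% inhibition.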
GALK inh: GALK (human) enzyme inhibition; recombinant GALK, Kinase-Glo ATP luminescence, 1 h; Potency, µM (highest dose often 57.5 µM), for inactives: at the top dose activity, negative = inhibition, hits mostly inhibitors; AID 1347072; 44,000 tested, under 10 active; P51570;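 also: plate controls were full GALK reaction for no effect and reaction lacking GALK for full effect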
Target sequence (P51570 whole entry, looked up): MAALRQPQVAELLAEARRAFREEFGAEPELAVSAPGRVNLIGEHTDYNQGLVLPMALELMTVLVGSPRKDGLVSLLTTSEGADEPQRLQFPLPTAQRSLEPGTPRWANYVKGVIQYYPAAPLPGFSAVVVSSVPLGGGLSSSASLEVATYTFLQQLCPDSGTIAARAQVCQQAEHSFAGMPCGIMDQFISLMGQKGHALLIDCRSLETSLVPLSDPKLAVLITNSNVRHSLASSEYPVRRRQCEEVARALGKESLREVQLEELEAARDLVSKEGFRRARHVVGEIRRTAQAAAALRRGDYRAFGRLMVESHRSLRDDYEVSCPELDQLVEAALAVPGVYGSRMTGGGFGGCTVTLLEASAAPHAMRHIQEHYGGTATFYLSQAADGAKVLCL
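Compounds were pinned into ATP buffer, then GALK-galactose mix was added (final 5 nM enzyme, 35 uM ATP, 100 uM galactose, pH 8.0). After 1 h at room temperature, Kinase-Glo Plus was added and luminescence read.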
p53null 39C kill: kills p53 null cells at the nonpermissive temperature; H1299 p53-null (neo) cells, 39C, ATPlite viability, 24 h; Potency, µM (series often up to 46.1 µM), inactives show at the highest dose activity, negative = cell killing, most hits filed as cytotoxic; 55,000 tested, 0.97% active; AID 904;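 also: potency is read from the fitted curve at half-maximal effect; 0% = DMSO only and -100% = full killing by 100 µM tamoxifen; nearly all actives have a fitted effect of over 50% in size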
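Following overnight plating at 37C (600 cells/well), H1299-neo or H1299-p53A138V cells are dosed up to 46 uM. Incubation lasts 24 hr at 39C before ATP detection.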
FH mod: Identification of activators of human fumarate hydratase by quantitative high-throughput screening; Fumarate hydratase, mitochondrial (Homo sapiens), P07954; FH coupled MDH/diaphorase resazurin fluorescence, 15 min; Potency, µM (titrated, usually from 79.9 µM), without a hit: at the highest dose activity change, negative = inhibition, hits mostly inhibitors; 54,000 tested, 0.22% active; AID 1347055, 2019; also: potency is read from the fitted curve at half-maximal effect; % is scaled to controls: 0 for no effect and ±100 for the full control effect; the screen sought activators but most active calls are inhibition curves; nearly all actives have a fitted effect of over 45% in size
Target sequence (P07954 whole entry, looked up): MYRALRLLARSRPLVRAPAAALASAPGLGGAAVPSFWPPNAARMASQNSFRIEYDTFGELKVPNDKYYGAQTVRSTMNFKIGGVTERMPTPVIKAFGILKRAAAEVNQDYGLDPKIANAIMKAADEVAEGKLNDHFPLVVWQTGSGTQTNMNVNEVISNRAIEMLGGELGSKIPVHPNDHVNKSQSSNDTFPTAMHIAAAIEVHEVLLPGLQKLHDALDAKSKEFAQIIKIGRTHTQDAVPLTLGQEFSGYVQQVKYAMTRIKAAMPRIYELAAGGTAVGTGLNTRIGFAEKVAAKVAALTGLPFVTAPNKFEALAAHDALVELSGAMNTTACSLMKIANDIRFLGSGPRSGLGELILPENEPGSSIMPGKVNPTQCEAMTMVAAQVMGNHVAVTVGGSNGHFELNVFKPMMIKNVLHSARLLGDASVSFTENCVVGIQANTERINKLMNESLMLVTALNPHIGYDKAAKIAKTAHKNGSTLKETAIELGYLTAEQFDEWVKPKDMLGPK
B2AR arrestin ag: agonists recruiting beta-arrestin to human beta2-adrenergic receptor; AID 1347077; HTLA Tango cells, beta-arrestin recruitment, luciferase luminescence, 18 h; P07550; 44,000 tested, under 10 active; Potency, µM (series often up to 46.1 µM), for the others: top-dose activation, usual class: activators;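 also: potency is read from the fitted curve at half-maximal effect; 0% = DMSO and full agonism = EC100 isoproterenol or metaproterenol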
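Ligand-induced beta-arrestin recruitment to recombinant beta2-AR is measured via a tTA-driven luciferase reporter in Tango cells after 18 hr compound exposure at 37 degrees C. Concentrations span up to 46 microM.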
NTMT1 inh: inhibitors of human N-terminal methyltransferase NTMT1. Q9BV86. NTMT1 MTase-Glo SAH luminescence, purified enzyme. Potency, µM (doses to about 114 µM), for inactives: at the highest dose activity change, negative = inhibition, most hits filed as inhibitors. 59,000 tested, 2.5% active. AID 1645870;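 also: potency is read from the fitted curve at half-maximal effect; plate controls were DMSO vehicle for no effect and no enzyme for full effect; nearly all actives have a fitted effect of over 65% in size; many of its hits are not listed in these tables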
* hit, by the source's call; [ ] = dose if it differs, or a comment. Calls follow the shape of the dose curve; as a rule, active = well fitted curve in the direction sought with a large enough effect; inconclusive = small, poorly fitted or top-dose-only effect, or another doubt; inactive = no such curve, though single readings can be large; an effect the other way counts as inactive or inconclusive. Not all compounds are listed; count on the stated rates, not on these rows.

A first look, 3 compounds:
Screening CCOc1ccc(CNC(=O)c2cnc3sc(N4CCCCCC4)nn3c2=O)cc1OC returned p53null 32C kill -0.2%, PTAP-TSG101 blk 2.0%, GALK inh -1.8%, p53null 39C kill -12.7%, FH mod -12.4%, B2AR arrestin ag -0.4% and NTMT1 inh -0.6%.
COc1ccc(Br)cc1CNC(=O)CN1C(=O)c2cccnc2Oc2ccc(C)cc21 was read as p53null 32C kill -6.1%, PTAP-TSG101 blk -3.0%, GALK inh 3.2%, p53null 39C kill -3.5%, FH mod 1.1%, B2AR arrestin ag -0.4% and NTMT1 inh -20.4%.
For CCOCCCNC(=O)C(c1ccc(C)cc1)N(Cc1ccc2c(c1)OCO2)C(=O)c1ccccc1O (stereo unspecified) the results were p53null 32C kill 2.0%, PTAP-TSG101 blk -12.6%, GALK inh 3.3%, p53null 39C kill -3.2%, FH mod -1.4%, B2AR arrestin ag -1.0% and NTMT1 inh -2.3%.

The list itself (from the top)
Screening CCOc1ccc(CNC(=O)c2cnc3sc(N4CCCCCC4)nn3c2=O)cc1OC returned p53null 32C kill -0.2%, PTAP-TSG101 blk 2.0%, GALK inh -1.8%, p53null 39C kill -12.7%, FH mod -12.4%, B2AR arrestin ag -0.4% and NTMT1 inh -0.6%.
COc1ccc(Br)cc1CNC(=O)CN1C(=O)c2cccnc2Oc2ccc(C)cc21 was read as p53null 32C kill -6.1%, PTAP-TSG101 blk -3.0%, GALK inh 3.2%, p53null 39C kill -3.5%, FH mod 1.1%, B2AR arrestin ag -0.4% and NTMT1 inh -20.4%.
For CCOCCCNC(=O)C(c1ccc(C)cc1)N(Cc1ccc2c(c1)OCO2)C(=O)c1ccccc1O (stereo unspecified) the results were p53null 32C kill 2.0%, PTAP-TSG101 blk -12.6%, GALK inh 3.3%, p53null 39C kill -3.2%, FH mod -1.4%, B2AR arrestin ag -1.0% and NTMT1 inh -2.3%.
`CCc1c(C)c2ccc(O)c(CN3CCN(c4ccc(OC)cc4)CC3)c2oc1=O` gave p53null 32C kill inconclusive, PTAP-TSG101 blk -0.5%, GALK inh 1.3%, p53null 39C kill 10µM* and B2AR arrestin ag -2.7%.
`CCC(C)NC(=O)c1ccc2c(c1)N(Cc1cccc(Cl)c1)C(=O)c1ccccc1S2=O` (stereo unspecified) gave p53null 32C kill 5.7%, PTAP-TSG101 blk -2.7%, GALK inh -1.4%, p53null 39C kill 55.9%[activator], FH mod -13.2%, B2AR arrestin ag 0.2% and NTMT1 inh -15.5%.
Screening O=C(NCc1ccc(Cl)cc1)c1cnc(N2CCCCC2)c2ccccc12 returned p53null 32C kill 25.8%, PTAP-TSG101 blk -13.0%, GALK inh 0.0%, p53null 39C kill 24.1%, FH mod -17.7%, B2AR arrestin ag -1.0% and NTMT1 inh 7.6%.
Screening COc1ccc(NC(=O)c2cc3c(s2)-c2c(C)cccc2OC3)c(OC)c1 returned p53null 32C kill -7.8%, PTAP-TSG101 blk -4.6%, GALK inh -0.9%, p53null 39C kill -24.1%, FH mod -25.8%, B2AR arrestin ag 0.2% and NTMT1 inh 7.8%.
For CCOC(=O)c1c(S(=O)(=O)N2CCCC(C(=O)Nc3ccc(OCC)cc3)C2)c(C)n(C)c1C (stereo unspecified) the results were p53null 32C kill -1.2%, PTAP-TSG101 blk -0.4%, GALK inh -1.2%, p53null 39C kill -5.5%, FH mod 1.2%, B2AR arrestin ag -0.4% and NTMT1 inh 9.1%.
Screening COc1ccc(Br)cc1CNC(=O)CCC(=O)N1CCSc2ccccc21 returned p53null 32C kill 2.0%, PTAP-TSG101 blk -19.9%, GALK inh 0.0%, p53null 39C kill -16.6%, FH mod -6.8%, B2AR arrestin ag 0.4% and NTMT1 inh 16.9%.
`COc1cccc(N2CCN(S(=O)(=O)c3ccc(-c4ccno4)cc3OC)CC2)c1` gave p53null 32C kill -0.5%, PTAP-TSG101 blk -4.7%, GALK inh -1.5%, p53null 39C kill 18.8%, FH mod -11.3%, B2AR arrestin ag -2.2% and NTMT1 inh -13.4%.
Screening COc1ccccc1CCNC(=O)C(C)Sc1nc(-c2ccccc2)cc(C(F)(F)F)n1 (stereo unspecified) returned p53null 32C kill -7.0%, PTAP-TSG101 blk 0.6%, GALK inh 0.0%, p53null 39C kill -14.5%, FH mod -14.0%, B2AR arrestin ag 0.0% and NTMT1 inh 17.7%.
For COc1ccccc1CNC(=O)C(Cc1ccccc1)NS(=O)(=O)c1ccc2c(c1)CCN2C(C)=O (stereo unspecified) the results were p53null 32C kill 7.9%, PTAP-TSG101 blk 1.7%, GALK inh 8.4%, p53null 39C kill -12.7%, FH mod -7.0%, B2AR arrestin ag 0.7% and NTMT1 inh 4.6%.
`CCCCC(=O)Nc1nnc(S(=O)(=O)N(C)Cc2ccccc2)s1` gave p53null 32C kill -1.6%, PTAP-TSG101 blk 1.7%, GALK inh 1.9%, p53null 39C kill -14.1%, FH mod 2.9%, B2AR arrestin ag -0.2% and NTMT1 inh 0.6%.
`Cc1ccc2onc(CNC(=O)Nc3ccccc3C#N)c2c1` gave p53null 32C kill -5.8%, PTAP-TSG101 blk -3.2%, GALK inh 0.0%, p53null 39C kill -15.3%, FH mod -3.0%, B2AR arrestin ag 0.6% and NTMT1 inh 0.1%.
For COCCCNC(=O)CSc1nc2c(sc3ccccc32)c(=O)n1CCc1ccc(OC)c(OC)c1 the results were p53null 32C kill -6.1%, PTAP-TSG101 blk 2.5%, GALK inh 2.8%, p53null 39C kill 10.4%, FH mod -0.6%, B2AR arrestin ag -2.5% and NTMT1 inh 13.1%.
For Cc1ccc(NS(=O)(=O)c2c(C(=O)N3CCCCCC3)c(C)n(C)c2C)cc1F the results were p53null 32C kill 10.4%, PTAP-TSG101 blk -1.0%, GALK inh 1.3%, p53null 39C kill -21.4%, FH mod inconclusive, B2AR arrestin ag -0.2% and NTMT1 inh 5.6%.
N#CC1=C2SCN(C3CCCCC3)CN2C(=O)CC1c1ccc(F)cc1 (stereo unspecified) was read as p53null 32C kill 4.3%, PTAP-TSG101 blk -4.4%, GALK inh -1.3%, p53null 39C kill 6.4%, FH mod -17.9%, B2AR arrestin ag -2.2% and NTMT1 inh 25.1µM*.
`Cc1ccc(-c2nnc(Nc3cccc(Br)c3)c3ccccc23)cc1S(=O)(=O)N1CCCCC1` gave p53null 32C kill -3.2%, PTAP-TSG101 blk -5.4%, GALK inh 1.4%, p53null 39C kill -22.2% and B2AR arrestin ag 0.6%.
`Cc1ccc(NC(=O)c2cnc(N3CCCC3)nc2C)cc1F` gave p53null 32C kill -7.3%, PTAP-TSG101 blk -8.9%, GALK inh -2.5%, p53null 39C kill -11.9%, FH mod -2.2%, B2AR arrestin ag -0.2% and NTMT1 inh 1.2%.
`CCN(CC)S(=O)(=O)c1nnc(NC(=O)COc2ccccc2)s1` gave p53null 32C kill -2.6%, PTAP-TSG101 blk 1.2%, GALK inh 2.0%, p53null 39C kill -4.1%, FH mod inconclusive, B2AR arrestin ag 0.9% and NTMT1 inh 15.4%.
For CCOc1ccccc1NC(=O)N1CCC(n2c(C)nc3cccnc32)CC1 the results were p53null 32C kill 5.7%, PTAP-TSG101 blk -11.4%, GALK inh -1.5%, p53null 39C kill -8.6%, FH mod 4.2%, B2AR arrestin ag -0.2% and NTMT1 inh 0.0%.
`O=C(Cn1c(=O)n(Cc2ccc3c(c2)OCO3)c(=O)c2oc3ccccc3c21)Nc1ccccc1` gave p53null 32C kill -2.9%, PTAP-TSG101 blk 1.1%, GALK inh 0.0%, p53null 39C kill -12.3%, FH mod 7.0%, B2AR arrestin ag -0.7% and NTMT1 inh -9.4%.
For O=C(CCOc1ccccc1)N(Cc1cccnc1)c1nc2c(Cl)cccc2s1 the results were p53null 32C kill -11.2%, PTAP-TSG101 blk -1.2%, GALK inh -2.3%, p53null 39C kill 16.0%, FH mod -2.0%, B2AR arrestin ag -0.9% and NTMT1 inh -0.5%.
COc1ccc(N2CCN(C(=O)Nc3cccc(C(F)(F)F)c3)CC2)cc1 was read as p53null 32C kill -7.0%, PTAP-TSG101 blk -4.9%, GALK inh 6.5%, p53null 39C kill 4.0%, FH mod -9.0%, B2AR arrestin ag 1.1% and NTMT1 inh inconclusive.
For Cc1ccc(NC(=O)Cn2cc3c(n2)CCCC3)c(C)c1 the results were p53null 32C kill -5.4%, PTAP-TSG101 blk -7.4%, GALK inh 7.5%, p53null 39C kill -3.9%, FH mod 16.8%, B2AR arrestin ag -2.6% and NTMT1 inh 6.8%.
COc1ccc(NC(=O)CN2CCN(c3ccccc3F)CC2)c(OC)c1 was read as p53null 32C kill -2.1%, PTAP-TSG101 blk -6.0%, GALK inh 2.9%, p53null 39C kill 9.6%, FH mod -5.4%, B2AR arrestin ag -0.5% and NTMT1 inh -3.1%.
`COc1ccc(NC(=O)CSc2cn(CC(=O)N3CCOCC3)c3ccccc23)cc1OC` gave p53null 32C kill -5.0%, PTAP-TSG101 blk 1.0%, GALK inh -4.6%, p53null 39C kill -29.3%, FH mod inconclusive, B2AR arrestin ag -0.8% and NTMT1 inh -1.1%.
`CCOC(=O)c1c(Nc2ccc(C)c(C)c2)nnc(-c2ccccc2)c1-c1ccccc1` gave p53null 32C kill 20.2%, PTAP-TSG101 blk 0.2%, GALK inh 0.0%, p53null 39C kill -7.9%, FH mod -9.0%, B2AR arrestin ag -1.8% and NTMT1 inh 11.8%.
`Cc1ccc(OCC(=O)OCc2cc(=O)n3nc(C4CC4)sc3n2)cc1` gave p53null 32C kill -11.4%, PTAP-TSG101 blk -7.5%, GALK inh -1.5%, p53null 39C kill -8.1%, FH mod 25.4%, B2AR arrestin ag -0.1% and NTMT1 inh inconclusive.
`CCc1nn(Cc2ccc(Cl)cc2)c(=O)c2cc3cc(C)ccc3n12` gave p53null 32C kill -2.0%, PTAP-TSG101 blk 1.1%, GALK inh -2.1%, p53null 39C kill 4.5%, FH mod -13.4%, B2AR arrestin ag -2.3% and NTMT1 inh 1.3%.
For COc1cccc(CNC(=O)Cn2cc3c(n2)-c2c(oc(C(=O)N4CCCC4)c2C)CC3)c1 the results were p53null 32C kill -10.9%, PTAP-TSG101 blk -8.0%, GALK inh 1.4%, p53null 39C kill -11.6%, FH mod -11.8%, B2AR arrestin ag 1.3% and NTMT1 inh -4.4%.
For CCCn1ccc2c(OCC(=O)Nc3ccc(C(F)(F)F)cc3)cccc2c1=O the results were p53null 32C kill 13.5%, PTAP-TSG101 blk 0.7%, GALK inh -4.4%, p53null 39C kill -2.5%, FH mod 5.6%, B2AR arrestin ag -3.5% and NTMT1 inh 10.0%.
For COC(=O)c1c(NC(=O)/C(C#N)=C/c2ccc(OC)cc2)sc2c1C(C(=O)OC)CC2 (stereo unspecified) the results were p53null 32C kill -3.8%, PTAP-TSG101 blk 3.7%, GALK inh -0.4%, p53null 39C kill 2.8%, FH mod 2.5%, B2AR arrestin ag -1.2% and NTMT1 inh 3.1%.
